Bioassay records deposited in PubChem BioAssay by National Center for Advancing Translational Sciences (NCATS).
VP16 counter = Gal4-VP16 reporter inhibition counter-screen. Potency, µM (top dose mostly 53.6 µM), for the others: at the highest dose activity, negative = inhibition, hits mostly inhibitors. 310,000 compounds, 3.5% hits. AID 2546. Drosophila S2 Gal4-VP16 UAS-luciferase, luminescence, 20 h;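 also: Gal4-VP16 expression switched on by copper sulfate through the metallothionein promoter; % is scaled to controls: 0 for no effect and ±100 for the full control effect; nearly all actives have a fitted effect of over 50% in size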
ELG1 genotox = genotoxicity induction in ELG1-luciferase HEK293T cells. HEK293T ELG1-luciferase reporter, luminescence, 16 h. Potency, µM (doses to about 46 µM), inactives show top-dose activity change, positive = activation, actives largely listed as activators. 330,000 compounds, 1.3% hits; also: % of control where 0% means no effect; nearly all actives have a fitted effect of over 60% in size
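ELG1-luciferase HEK293T cells, 2,000/well; compound pinned in; 16 hr, 37 °C, 5% CO2; ONE-Glo, 30 min RT; luminescence on CCD imager.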
BRCA1 expr up = activators of BRCA1 expression. MCF7-BRCA1-FFLuc reporter, luminescence, 48 h; response scale: scaled: vehicle 0%, 10 µM genistein 100%. Potency, µM (doses to about 46.1 µM), for the others: at the top dose activation, most hits filed as activators. 380,000 compounds, 1.1% hits; also: nearly all actives have a fitted effect of over 80% in size; some results filed as inactive show a strong effect at the top dose
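Quantitative HTS in MCF7 cells stably reporting BRCA1 expression via firefly luciferase. Compound treatment lasts 48 h at 37 °C in phenol-red free MEM. Activation is expressed relative to genistein at 10 microM and DMSO.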
NPC1 prom act = NPC1 promoter activation; Huh7 NPC1 promoter luciferase reporter, 24 h; Potency, µM (doses to about 9.22 µM), for the others: at the top dose activation, hits mostly activators; 320,000 compounds, 2.4% hits; AID 485313;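 also: % of control where 0% means no effect; nearly all actives have a fitted effect of over 60% in size; reporter is driven by a mutant NPC1 promoter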
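Luminescence read-out of NPC1 promoter-driven luciferase in stably transfected Huh7 cells; compounds delivered in DMSO and left 24 h at 37C, 5% CO2, qHTS titration format.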
p53 reactivator = restores transcriptional activity of mutant p53 | H1299 p53-A138V BP100-luciferase reporter, luminescence, 24 h | Potency, µM (top dose mostly 92.2 µM), inactives show top-dose activity change, positive = activation, most hits filed as activators | 320,000 compounds, 0.063% hits | AID 504706; also: % of control where 0% means no effect; nearly all actives have a fitted effect of over 45% in size
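p53-null H1299 cells stably carrying temperature-sensitive p53-A138V and a BP100-luciferase reporter were pinned with compounds (4-point, 1:5 series) and held 24 hrs at 37 deg C. Luminescence was read 10 min after detection reagent.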
uPA surface inh = cell surface uPA generation inhibition | Potency, µM (titrated, usually from 38.3 µM), without a hit: at the highest dose activity change, negative = inhibition, hits mostly inhibitors | cell surface uPA generation assay, qHTS | 330,000 compounds, 0.31% hits | AID 540303; active = well fitted inhibition curve with a large enough effect; inconclusive = small, poorly fitted or top-dose-only effect; inactive = no such curve, though single readings can be large or run the other way; tested in mouse RAW 264.7 cells; also: % is scaled to controls: 0 for no effect and ±100 for the full control effect; nearly all actives have a fitted effect of over 55% in size
Rab9 prom act = activators of Rab9 promoter | 320,000 compounds, 2.8% hits | Huh7 Rab9 promoter-luciferase reporter, luminescence, 24 h | Potency, µM (titrated, usually from 9.22 µM), for the others: at the highest dose activation, negative = inhibition, usual class: activators; also: % of control where 0% means no effect; nearly all actives have a fitted effect of over 60% in size
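Cell-based reporter: Huh7 stable for Rab9 promoter-driven luciferase, plated in reduced-serum medium with 10% FBS at 1500 cells/well, compound-treated 24 h at 37 °C, luminescence read after 10 min reagent.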
MBNL1-CUG inh = MBNL1-poly(CUG) RNA binding inhibition. TR-FRET MBNL1-His/biotin-(CUG)12 binding, 665/545 ratio. Potency, µM (series often up to 57.5 µM), inactives show at the top dose activity change, negative = inhibition, actives largely listed as inhibitors. 280,000 compounds, 0.036% hits. AID 2675; active = well fitted inhibition curve with a large enough effect in the signal ratio, with a control signal flat, not every such curve was filed as active; inconclusive = small, poorly fitted or top-dose-only effect, or effect the other way, or a change in a side signal; inactive = no such curve, though single readings can be large or run the other way; the % refers to the signal ratio; also: % is scaled to controls: 0 for no effect and ±100 for the full control effect
Target sequence (Q9NR56 whole entry, looked up): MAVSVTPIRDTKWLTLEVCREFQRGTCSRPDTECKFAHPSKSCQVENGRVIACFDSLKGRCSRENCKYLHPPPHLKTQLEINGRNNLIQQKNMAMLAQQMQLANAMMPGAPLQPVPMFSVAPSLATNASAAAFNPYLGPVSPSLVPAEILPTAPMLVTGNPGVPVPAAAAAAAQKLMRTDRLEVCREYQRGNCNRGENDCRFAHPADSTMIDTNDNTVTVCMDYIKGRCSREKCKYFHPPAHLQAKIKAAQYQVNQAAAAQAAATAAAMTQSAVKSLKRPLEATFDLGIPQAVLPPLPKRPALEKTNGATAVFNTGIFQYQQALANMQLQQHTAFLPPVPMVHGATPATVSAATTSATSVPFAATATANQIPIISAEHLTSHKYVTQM
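Inhibition of protein-RNA binding appears as loss of TR-FRET between terbium anti-His antibody on MBNL1-His and streptavidin-XL665 on biotin-(CUG)12. Activity is normalized to buffer-only and uninhibited-complex controls.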
RORg inh = blocks mouse ROR gamma transcriptional activity; P51450; Drosophila S2 Gal4-RORgamma UAS-luciferase reporter, 20 h; Potency, µM (top dose mostly 53.6 µM), for the others: at the highest dose activity change, negative = inhibition, most hits filed as inhibitors; 310,000 compounds, 5.4% hits; AID 2551; also: % is scaled to controls: 0 for no effect and ±100 for the full control effect; nearly all actives have a fitted effect of over 60% in size
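Luciferase reporter read in Schneider cells carrying Gal4-RORγ (mouse) and UAS-Photinus luciferase; cells given compound 1 h before 700 uM copper sulfate induction, then incubated 20 h at ambient temperature.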
FLuc modulator = counter-screen for miR-21 project: firefly luciferase inhibitors or activators | P08659 | purified FLuc, Km substrates, luminescence inhibition | Potency, µM (doses to about 57.5 µM), without a hit: at the highest dose activity change, negative = inhibition, actives largely listed as inhibitors | 360,000 compounds, 6.9% hits | AID 588342;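 also: plate controls were vehicle for no effect and reference inhibitor for full effect; nearly all actives have a fitted effect of over 55% in size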
Target sequence (P08659 whole entry, looked up): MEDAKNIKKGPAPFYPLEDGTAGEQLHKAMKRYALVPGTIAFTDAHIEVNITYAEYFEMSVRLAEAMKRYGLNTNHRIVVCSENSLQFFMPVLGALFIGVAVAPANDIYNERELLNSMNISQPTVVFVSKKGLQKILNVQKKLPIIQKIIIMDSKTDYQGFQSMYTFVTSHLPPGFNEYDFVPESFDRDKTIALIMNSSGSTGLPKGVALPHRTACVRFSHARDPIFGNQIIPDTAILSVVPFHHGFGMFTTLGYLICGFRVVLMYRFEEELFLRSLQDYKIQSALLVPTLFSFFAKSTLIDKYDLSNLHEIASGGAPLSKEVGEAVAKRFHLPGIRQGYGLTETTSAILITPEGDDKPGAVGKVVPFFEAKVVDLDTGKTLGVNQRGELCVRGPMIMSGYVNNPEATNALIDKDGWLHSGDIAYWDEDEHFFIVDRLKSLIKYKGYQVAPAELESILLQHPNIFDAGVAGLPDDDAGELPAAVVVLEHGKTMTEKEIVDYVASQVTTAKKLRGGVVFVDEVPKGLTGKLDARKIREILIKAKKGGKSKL
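Purified P. pyralis luciferase, 10 nM final, with Km-level 10 uM D-luciferin and 10 uM ATP in 50 mM Tris acetate pH 7.5, 10 mM Mg acetate, 0.01% Tween-20, 0.05% BSA; 6-point qHTS titration about 60 µM downward; luminescence read.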
* hit, by the source's call; [ ] = dose if it differs, or a comment. Unless noted, calls follow the shape of the dose curve; as a rule, active = well fitted curve in the direction sought with a large enough effect; inconclusive = small, poorly fitted or top-dose-only effect, or another doubt; inactive = no such curve, though single readings can be large; an effect the other way counts as inactive or inconclusive. Potency is read from the fitted curve at half-maximal effect.

CN1C(=O)N(C)C(=O)C2(Cc3c(nc4ccccn4c3=O)N3CCc4ccccc4C32)C1=O (centres undefined) was read as VP16 counter -7%, ELG1 genotox -1%, NPC1 prom act 2%, p53 reactivator -2%, uPA surface inh -3%, Rab9 prom act 3%, MBNL1-CUG inh 8%, RORg inh -38% and FLuc modulator 10%.
For COC(=O)C1=C(c2c(C)noc2C)C[C@@H]2CC[C@H]1N2C(=O)NC1Cc2ccccc2C1 the results were ELG1 genotox -1%, BRCA1 expr up -9%, NPC1 prom act 7%, p53 reactivator inconclusive, uPA surface inh 6%, Rab9 prom act -2% and FLuc modulator 1%.
O=P1(Oc2ccccc2)C[C@@H](O)[C@@H](O)[C@H](COCc2ccccc2)O1 (some centres undefined) was read as VP16 counter -7%, ELG1 genotox 0%, BRCA1 expr up 0%, NPC1 prom act -2%, p53 reactivator 6%, uPA surface inh 3%, Rab9 prom act 2%, MBNL1-CUG inh 5%, RORg inh -41% and FLuc modulator 2%.
`CCOC(=O)c1c(C)n(Cc2ccc(F)cc2)c2ccc(O)cc12` gave VP16 counter 0%, ELG1 genotox 2%, BRCA1 expr up -3%, NPC1 prom act 10%, p53 reactivator 0%, uPA surface inh -20%, Rab9 prom act -3%, MBNL1-CUG inh -8%, RORg inh 39% and FLuc modulator inconclusive.
For O=C(COc1ccc2ccccc2c1)N1CCN(C2CCN(Cc3ccccc3)CC2)CC1 the results were VP16 counter -14%, ELG1 genotox 7%, BRCA1 expr up -36%, NPC1 prom act -1%, p53 reactivator -1%, uPA surface inh -12%, Rab9 prom act -6%, MBNL1-CUG inh -7%, RORg inh -48% and FLuc modulator -1%.
For Cc1cc(/C=C2\C(=O)NC(=O)N(Cc3ccccc3Cl)C2=O)c(C)n1-c1ccc(C(=O)O)cc1 the results were VP16 counter 5%, ELG1 genotox -4%, BRCA1 expr up 2%, NPC1 prom act 0%, p53 reactivator 1%, Rab9 prom act 0%, MBNL1-CUG inh -5%, RORg inh -5% and FLuc modulator inconclusive.
Cc1ccc2c(c1)[C@@H]1CN(C)CC[C@@H]1N2C(=O)Nc1cccc(C(F)(F)F)c1 was read as VP16 counter 8%, ELG1 genotox -2%, NPC1 prom act 0%, p53 reactivator 1%, Rab9 prom act -5%, MBNL1-CUG inh 15%, RORg inh -29% and FLuc modulator -1%.
`COC(=O)c1ccc(C(C(=O)NC2CCCCC2)N(CCN2CCOCC2)C(=O)Cc2cccs2)cc1` (centres undefined) gave VP16 counter 3%, ELG1 genotox 1%, BRCA1 expr up 4%, NPC1 prom act -2%, p53 reactivator -1%, uPA surface inh 2%, Rab9 prom act -9%, MBNL1-CUG inh 1%, RORg inh 8% and FLuc modulator 0%.
For CCOC(=O)C1=C(N)OC2=C(C(=O)CC(C)(C)C2)C12C(=O)Nc1ccccc12 (centres undefined) the results were VP16 counter 4%, ELG1 genotox 2%, BRCA1 expr up -4%, NPC1 prom act -5%, p53 reactivator 10%, uPA surface inh 7%, Rab9 prom act 18%, MBNL1-CUG inh 6%, RORg inh 24% and FLuc modulator 2%.
For N#Cc1ccc(NC(=O)CN2CCN(C(=O)c3cccs3)CC2)cc1Cl the results were ELG1 genotox 1%, BRCA1 expr up -22%, NPC1 prom act -7%, p53 reactivator 1%, uPA surface inh -4%, Rab9 prom act 1% and FLuc modulator 2%.
Oc1ccc(CN2CCCCC2)c2cccnc12 was read as VP16 counter 7.9µM*, ELG1 genotox -5%, BRCA1 expr up -86%, NPC1 prom act -4%, p53 reactivator 0%, uPA surface inh inconclusive, Rab9 prom act -13%, MBNL1-CUG inh 0%, RORg inh 7.1µM* and FLuc modulator 0%.
`CCn1c(C)c(C(=O)NCCc2ccccc2)c2cc(OC)ccc21` gave VP16 counter -5%, ELG1 genotox 1%, BRCA1 expr up 1%, NPC1 prom act 5%, p53 reactivator 8%, uPA surface inh -2%, Rab9 prom act 0%, MBNL1-CUG inh -2%, RORg inh 21% and FLuc modulator 0%.
CCn1c(P(C)(=O)O)nc2cc(NC(=O)c3ccccc3F)ccc21 was read as VP16 counter 0%, ELG1 genotox 0%, BRCA1 expr up -13%, NPC1 prom act -6%, p53 reactivator 1%, uPA surface inh 1%, Rab9 prom act 2%, MBNL1-CUG inh -4%, RORg inh -18% and FLuc modulator 8%.
Screening Cn1cc(C(=O)N2CCC3(CC2)OCCO3)c2c3ccccc3n(C)c2c1=O returned VP16 counter 6%, ELG1 genotox -4%, BRCA1 expr up -26%, NPC1 prom act -3%, p53 reactivator 12%, Rab9 prom act -1%, MBNL1-CUG inh 6%, RORg inh -21% and FLuc modulator 7%.
Screening CC(CCc1ccccc1)NCCC#N (centres undefined) returned VP16 counter -8%, ELG1 genotox 2%, BRCA1 expr up -8%, NPC1 prom act 0%, p53 reactivator -3%, uPA surface inh -2%, Rab9 prom act -5%, MBNL1-CUG inh 1%, RORg inh 22% and FLuc modulator -1%.
Screening O=[N+]([O-])c1cc(F)c(N2CCCC2)cc1N1CCNCC1 returned VP16 counter -3%, ELG1 genotox -4%, NPC1 prom act -3%, p53 reactivator -2%, Rab9 prom act -7%, MBNL1-CUG inh 16%, RORg inh -15% and FLuc modulator 3%.
For Cc1cc(C)cc(NC(=S)NC2CC3CCC(C2)N3Cc2ccco2)c1 (centres undefined) the results were VP16 counter -19%, ELG1 genotox -7%, BRCA1 expr up -16%, NPC1 prom act -1%, p53 reactivator -6%, uPA surface inh -6%, Rab9 prom act -1%, MBNL1-CUG inh 8%, RORg inh inconclusive and FLuc modulator -1%.
For C=CCn1c(O)c(C(C)=Nc2ccc(C(=O)O)cc2)c(=O)[nH]c1=O the results were VP16 counter 2%, ELG1 genotox 0%, BRCA1 expr up 20%, NPC1 prom act -1%, p53 reactivator 17%, uPA surface inh -3%, Rab9 prom act -2%, MBNL1-CUG inh 1%, RORg inh 9% and FLuc modulator 0%.
Cc1nn(C)c(C)c1P(=S)(c1c(C)nn(C)c1C)N(C)C was read as VP16 counter 4%, ELG1 genotox 2%, BRCA1 expr up 27%, NPC1 prom act 1%, p53 reactivator -6%, uPA surface inh 7%, Rab9 prom act -4%, MBNL1-CUG inh -12%, RORg inh -34% and FLuc modulator 1%.
Screening CC(=Nc1ccc2c(c1)CCC2)c1c(O)n(C)c(=O)n(C)c1=O returned VP16 counter -4%, ELG1 genotox -1%, BRCA1 expr up 2%, NPC1 prom act 0%, p53 reactivator -5%, uPA surface inh 6%, Rab9 prom act 2%, MBNL1-CUG inh 3%, RORg inh 9% and FLuc modulator 1%.
For CCS(=O)(=O)Nc1ccc(C2=NN(C(=O)c3ccco3)C(c3ccc(Cl)o3)C2)cc1 (centres undefined) the results were ELG1 genotox -5%, BRCA1 expr up -100%[inhibitor], p53 reactivator -16% and uPA surface inh -6%.
`CN(C)P(=O)(CCl)Nc1ccccc1` (centres undefined) gave VP16 counter inconclusive, ELG1 genotox 2%, BRCA1 expr up 12%, NPC1 prom act 3%, p53 reactivator 6%, uPA surface inh 1%, Rab9 prom act -1%, MBNL1-CUG inh 2%, RORg inh -16% and FLuc modulator -2%.
Screening N#CCCn1cc(C(=O)Nc2ccc(F)cc2)c(-c2ccccc2)n1 returned VP16 counter -9%, ELG1 genotox 0%, BRCA1 expr up -6%, NPC1 prom act 2%, p53 reactivator -2%, uPA surface inh 16%, Rab9 prom act 3%, MBNL1-CUG inh -4%, RORg inh -1% and FLuc modulator 3%.
CC(C)CCNC(=O)c1c(N)n(Cc2ccc3c(c2)OCO3)c2nc3ccccc3nc12 was read as VP16 counter -2%, ELG1 genotox -7%, BRCA1 expr up -57%, NPC1 prom act -2%, p53 reactivator 7%, Rab9 prom act -5%[1.84 µM], MBNL1-CUG inh -2%, RORg inh -2% and FLuc modulator 3%.
CC1=CC(=O)NP(=O)(Oc2ccc3ccccc3c2)N1 (centres undefined) was read as VP16 counter -3%, ELG1 genotox 15%, BRCA1 expr up -10%, NPC1 prom act -2%, p53 reactivator 15%, uPA surface inh -1%, Rab9 prom act 0%, MBNL1-CUG inh 2%, RORg inh 4% and FLuc modulator -10%.
COc1ccc(-n2c(/C=C/c3ccc(O)cc3)nc3ccccc3c2=O)cc1 was read as VP16 counter -6%, ELG1 genotox -6%, BRCA1 expr up -62%, NPC1 prom act 3%, uPA surface inh 7%, Rab9 prom act -1%, MBNL1-CUG inh inconclusive, RORg inh 9% and FLuc modulator -5%.
CN(C)c1ccc(N=Cc2c(O)n(CCC3=CCCCC3)c(=O)[nH]c2=O)cc1 was read as VP16 counter -4%, ELG1 genotox -4%, BRCA1 expr up -1%, NPC1 prom act -4%, p53 reactivator 1%, Rab9 prom act 0%, MBNL1-CUG inh 0%, RORg inh -8% and FLuc modulator 8%.
O=C1NC(=O)N(CC2CCCO2)C(=O)/C1=C/c1cccs1 (centres undefined) was read as VP16 counter -14%, ELG1 genotox 8%, BRCA1 expr up 8%, NPC1 prom act -1%, p53 reactivator 1%, uPA surface inh -4%, Rab9 prom act -2%, MBNL1-CUG inh -11%, RORg inh 2% and FLuc modulator inconclusive.

An excerpt, so the mix of outcomes need not match the whole.
